Bioassay records: PubChem, several laboratories
Hck-Nef inh: blocks Nef-activated human Hck kinase | inhibition, % at 20 µM | Recombinant Hck-YEEI plus Nef, Z-Lyte FRET kinase assay | 0.68% of 220,000 active;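 active = Hck-Nef kinase inhibition above about 50%, limit read from the data; inactive = inhibition below that limit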;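 note: 0% = DMSO with Hck plus Nef and 100% = Hck alone without Nef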
EP2 modulator: modulates human prostaglandin E2 receptor EP2 signaling; P43116; 0.83% of 260,000 active; EP2-expressing cells, cAMP HTRF FRET, PGE2 co-stimulation; AID 940; induction, % at 25 µM;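 active = compounds whose cAMP rise, as percent of the full-agonist control response, exceeds 60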;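 note: rat C6 glioma line stably carrying human EP2 under a CMV promoter; the protocol text gives 20 µM as final concentration; 100% = response of wells given 1 µM PGE2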
Target sequence (P43116 whole entry, looked up): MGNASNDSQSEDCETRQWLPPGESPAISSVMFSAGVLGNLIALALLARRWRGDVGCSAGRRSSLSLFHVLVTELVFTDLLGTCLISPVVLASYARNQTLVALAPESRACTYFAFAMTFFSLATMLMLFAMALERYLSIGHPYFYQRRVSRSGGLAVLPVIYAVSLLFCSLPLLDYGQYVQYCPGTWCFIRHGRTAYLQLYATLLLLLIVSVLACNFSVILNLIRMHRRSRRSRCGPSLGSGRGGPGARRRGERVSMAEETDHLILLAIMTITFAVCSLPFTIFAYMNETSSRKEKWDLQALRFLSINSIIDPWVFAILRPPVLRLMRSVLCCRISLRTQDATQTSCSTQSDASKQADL
EP2 antag: blocks the human prostaglandin E2 receptor EP2; 0.52% of 260,000 active; P43116; C6 glioma cells expressing human EP2, cAMP TR-FRET; cells stimulated with saturating PGE2; inhibition, % at 25 µM; AID 1422;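 active = percent inhibition above 40 after rounding to a whole number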;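 note: rat C6 glioma host cells with rolipram phosphodiesterase inhibitor present; the protocol text gives 20 µM as final concentration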
TNF necrop inh: blocks TNF-alpha induced death of Jurkat FADD-/- cells. Jurkat FADD-/- TNF necroptosis rescue, ATP luminescence, 24 h; 0 = TNF only, 100 = no-TNF cells. activation (protection from cell death), % at 10 µM. 0.068% of 220,000 active;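 active = activation, meaning protection from cell death, of at least 50% relative to plate controls; inactive = activation below 50%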;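 note: necroptosis triggered by 40 ng/mL TNF-alpha added together with compound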
PERK inh: inhibitors of human PERK kinase; Q9NZJ5; CHO PERK-DD fusion, SEAP luminescence translation reporter; inhibition, % at 5.6 µM; 0.17% of 220,000 active; AID 1416;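 active = inhibition above the mean inhibition of all tested compounds plus 3 SD, set separately per screening campaign, cut at about 2.9% in these data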;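 note: PERK kinase domain activated by AP20187 dimerizer at 100 nM; 0% = DMSO with dimerizer and 100% = rapamycin at 8.4 µM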
RBBP9 inh: human RBBP9 hydrolase inhibition. O75884. recombinant RBBP9, FP-Rh probe fluorescence polarization. inhibition, % at 7.94 µM. 0.2% of 220,000 active. AID 1515;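 active = inhibition above the campaign mean of all tested compounds plus 3 SD, cut at about 14% in these data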;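 note: plate controls were DMSO wells with RBBP9 for no effect and wells lacking RBBP9 protein for full effect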
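Test system: recombinant human RBBP9; Timing: 30 min then 45 min, 25 °C; Detection: fluorescence polarization; Control set: RBBP9 with DMSO as uninhibited control, no-protein wells as full inhibition; Compound dosing: one concentration, 7.94 µM nominal, 0.794% DMSO; Probe or stimulus: FP-Rh activity-based probe, 375 nM before mixing.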
Runt-CBFb FRET: blocks binding of human RUNX1 Runt domain to CBFb; Q01196+Q13951; Cerulean-Runt/Venus-CBFb FRET ratio 530/480, 1 h; inhibition, % at 20 µM; 0.46% of 220,000 active;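 active = inhibition over about 50% at 20 µM in the single-dose screen, limit read from the data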;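 note: 0% = DMSO wells and 100% = excess unlabeled CBFb competitor control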
Target sequence (Q01196 whole entry, looked up, the tested form may be a part): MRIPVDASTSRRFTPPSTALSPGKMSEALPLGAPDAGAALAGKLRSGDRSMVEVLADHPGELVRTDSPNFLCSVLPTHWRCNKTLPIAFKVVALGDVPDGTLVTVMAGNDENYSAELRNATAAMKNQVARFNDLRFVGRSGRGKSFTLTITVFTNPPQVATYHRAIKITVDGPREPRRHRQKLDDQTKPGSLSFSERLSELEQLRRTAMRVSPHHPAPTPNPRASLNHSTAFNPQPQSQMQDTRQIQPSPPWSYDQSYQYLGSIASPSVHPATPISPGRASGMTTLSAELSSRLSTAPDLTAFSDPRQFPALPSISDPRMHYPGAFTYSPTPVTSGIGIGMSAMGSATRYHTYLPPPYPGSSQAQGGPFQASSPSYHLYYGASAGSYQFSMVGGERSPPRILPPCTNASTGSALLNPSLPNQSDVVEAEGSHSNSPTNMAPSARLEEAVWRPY
Target sequence (Q13951 whole entry, looked up, the tested form may be a part): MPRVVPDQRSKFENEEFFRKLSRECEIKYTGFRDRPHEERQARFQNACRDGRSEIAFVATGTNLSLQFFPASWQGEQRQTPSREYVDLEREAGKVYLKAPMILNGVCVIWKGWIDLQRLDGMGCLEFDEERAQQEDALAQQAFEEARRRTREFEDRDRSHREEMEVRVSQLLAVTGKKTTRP
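Assay system: Cerulean-Runt domain fusion protein, energy donor; Signal: fluorescence energy transfer, 422 nm excitation, 530/480 nm emission; Timing: 1 h compound exposure, room temperature; Control set: unlabeled CBFb; Medium: Tris buffer pH 7.5 with salts and BSA; Compound: single test concentration of 20 µM, 1% DMSO final; Probe or stimulus: Venus-CBFb 100 nM.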
Runt-SMMHC FRET: blocks binding of human RUNX1 Runt domain to CBFb-SMMHC | Q01196+Q13951 | Cerulean-Runt/Venus-CBFb-SMMHC FRET ratio 530/480, 1 h | inhibition, % at 20 µM | 0.74% of 220,000 active | AID 1434;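 active = mean inhibition across duplicate retests at 20 µM reaching about 50%, limit read from the data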;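 note: 0% = DMSO wells and 100% = wells with excess untagged CBFb-SMMHC; inhibitors lower the FRET ratio by blocking Runt binding to CBFb-SMMHC; some results filed as inactive read as strong as hits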
L929 necroptosis: L929 zVAD cell death inhibition; L929 zVAD necroptosis rescue, ATP luminescence, 24 h; with zVAD 60 µM; viability rescue, % at 10 µM; 0.38% of 220,000 active;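 active = activation, scaled between plate controls, above about 75%, limit read from the data; inactive = activation under that limit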;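 note: 0% = zVAD with DMSO and 100% = DMSO alone without zVAD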
The depositor's hits bear a star; . = not tested or not shown; & = joins results of further samples.

SMILES | Hck-Nef inh | EP2 modulator | EP2 antag | TNF necrop inh | PERK inh | RBBP9 inh | Runt-CBFb FRET | Runt-SMMHC FRET | L929 necroptosis
O=C(c1ccc2nc(-c3ccco3)c(-c3ccco3)nc2c1)N1CCN(c2ccccc2)CC1 | 5 | 22 | 9 | -2.4 | -0.1 | 6 | 12 | -12 | -0.1
Cc1ccc2nc(Cl)c3cc(C(=O)N(CCN(C)C)Cc4ccco4)sc3c2c1 | 37 | -64 | 6 | 4.4 | 0.6 | -6 | 3 | 1 | 46
Cc1ccccc1NS(=O)(=O)c1cc(C(=O)Nc2ccccc2-c2ccccc2)ccc1Cl | 0 | 3 | 6 | -2.1 | -0.7 | -7 | 1 | 3 | 0.0
CCc1cc2c(cc3c(=O)n(CC(=O)NCCCN(CC)CC)nc(CC)n32)s1 | -2 | 11 | 2 | -3.9 | -0.6 | -4 | -3 | -1 | -0.3
CCn1cc(CN(C)S(=O)(=O)c2cccc([N+](=O)[O-])c2)cn1 | 14 | 11 | 5 | 0.2 | 0.3 | -7 | 0 | 2 | -0.6
Cn1c(SCc2ccon2)nc2ccccc2c1=O | 8 | 25 | 10 | -0.9 | -0.3 | 6 | 1 | -1 | 0.7
CN1CCN(C(=S)Nc2cc(S(=O)(=O)N3CCOCC3)ccc2Cl)CC1 | -29 | 0 | 4 | 0.1 | 0.5 | -3 | 1 | 3 | -2.0
O=C(COC(=O)c1ccc2[nH]c3c(c2c1)CCCC3)NC1CCS(=O)(=O)C1 (stereo unspecified) | 31 | -53 | 10 | -3.4 | -0.2 | -8 | 4 | 6 | 3.3
CCCNC(=O)c1ccc2snnc2c1 | 8 | -7&0 | 7&10 | -1.6 | 1.6 | 9 | 1 | 5 | -0.9
Cc1ccc(N2CC(C(=O)Nc3nnc(C)s3)CC2=O)cc1 (stereo unspecified) | 1 | 6 | 6 | -1.5 | 1.9 | 1 | -1 | -2 | 0.0
Cc1noc(C)c1CSc1ccc(Br)cc1 | 0 | 25 | 10 | -2.8 | 1.1 | 3 | 0 | 1 | 0.6
COc1ccc(/C=N/N2CCN(C)CC2)cc1OC | 2 | -1 | 12 | -1.6 | -0.4 | -2 | 1 | -4 | -0.1
CC(C)(C)N1CC2(c3ccccc3)CN(C(C)(C)C)CC(c3ccccc3)(C1)C2=O | 4 | 18 | 7 | 0.9 | 0.7 | -6 | 2 | -3 | 0.9
CCOC(=O)c1ccc(Oc2cc(C)nc(SC)n2)cc1 | 2 | 22 | 8 | -7.5 | 0.5 | -2 | -2 | 3 | 0.5
CCc1cccc(OCCCn2ccnc2)c1 | 3 | 20 | 5 | 4.0 | -0.3 | -6 | -3 | 4 | 0.2
CCN1C(=O)c2cccc3c(S(=O)(=O)NCc4ccco4)ccc1c23 | 2 | 5 | 4 | -1.6 | -0.6 | -8 | -17 | 18 | 0.5
Cn1c(=O)[nH]c(=O)c2c1nc1n2CCCS1 | 0 | 4 | 12 | 0.3 | 1.2 | -6 | 2 | 2 | -0.2
CN1[C@@H]2CC(OC(=O)[C@H](CO)c3ccccc3)C[C@H]1[C@@H]1O[C@@H]12 (stereo partly specified) | 0&1 | 24&-2 | 15&16 | -0.3&-0.9 | 1.4&0.6 | -8&-2 | -2 | 1 | 1.8&1.1
COc1ccccc1CNC(=O)C(C)NS(=O)(=O)c1ccc(Br)cc1 (stereo unspecified) | 6 | -27 | 12 | -1.2 | 0.4 | -8 | -1 | 2 | 0.1
CCOc1ccc(OCCOCCn2ccnc2)cc1 | 1 | 6 | 7 | -0.2 | -1.1 | -10 | 1 | -1 | 0.0
COCC(=O)Nc1c(C(=O)Nc2ccccc2OC)oc2ccccc12 | 1 | 47 | 10 | -0.4 | 0.3 | -4 | -1 | -1 | -0.3
CC(C)(C)c1ccc(C(=O)c2c[nH]c(C(=O)NCCc3ccccn3)c2)cc1 | -10 | -26 | 6 | 2.3 | 0.7 | -8 | -5 | -7 | 3.5
CC(CC(=O)N1CCc2ccccc21)c1ccccc1 (stereo unspecified) | 2 | 56 | 5 | -0.2 | -1.0 | -3 | -1 | -1 | 1.6
CCCN(CCC)c1nc2ccccc2nc1C(C#N)C(=O)OCCOC (stereo unspecified) | 0 | 43 | 11 | -9.0 | -0.9 | 1 | 12 | 4 | -0.5
CN(C)S(=O)(=O)c1ccc(NC(=O)Cn2c(-c3ccccc3)noc2=O)cc1 | -2 | -16 | 9 | 2.3 | -0.7 | -7 | 1 | -9 | -0.5
SMILES | Hck-Nef inh | EP2 modulator | EP2 antag | TNF necrop inh | PERK inh | RBBP9 inh | Runt-CBFb FRET | Runt-SMMHC FRET | L929 necroptosis
COc1ccc(Nc2nnc(-c3ccc(C)cc3)c3ccccc23)cc1C(=O)N1CCCCC1 | 6 | -32 | 14 | -2.3 | -0.7 | 1 | -10 | -4 | 0.5
Cc1ccc(C2=NNC(=O)C(c3c[nH]c4ccccc34)C2)cc1 (stereo unspecified) | 15 | -28 | 3 | 0.4 | 0.5 | -8 | 0 | -6 | -0.1
COc1ccc(NC(C)=O)cc1NC(C)c1nc2sc(C)c(C)c2c(=O)[nH]1 (stereo unspecified) | 0 | 1 | 11 | 0.9 | -0.3 | 0 | 20 | 16 | 5.8
CCCCSCc1[nH]c(=O)[nH]c1C(=O)CCCCC(=O)OCC | 0 | 1 | 5 | 0.5 | -0.3 | -2 | 2 | -1 | 4.4
CNC(=O)c1[nH]cnc1C(=O)N[C@@H](CC(C)C)C(=O)OCc1ccccc1 | 9 | 12 | 13 | -2.7 | 1.8 | 2 | -3 | 3 | -0.5
CCCN(CCC)CCNC(=O)C(NS(=O)(=O)c1ccc2c(c1)CCC(=O)N2)c1ccccc1 (stereo unspecified) | 0 | -14 | 6 | -0.7 | 0.4 | -3 | 0 | -2 | 0.4
CC(C)CC(=O)N/C(N)=N/c1nc2ccccc2o1 | 3 | -62 | 4 | 1.7 | 0.3 | -13 | -1 | -1 | 1.1
O=C(CN1C2=NCCCN2c2ccccc21)c1cccs1 | -1 | 3 | 20 | -2.3 | -0.7 | -5 | -1 | 1 | -0.3
COC(=O)c1ccc(NC(=O)Cn2nnc3ccccc32)cc1 | 0 | -12 | 16 | 2.2 | 0.5 | -2 | 1 | 0 | 0.1
CCOc1ccc(NC(=S)N(Cc2ccc(Cl)cc2)Cc2ccco2)cc1 | 0 | 21 | 20 | -3.4 | 0.2 | -7 | 0 | -6 | -0.2
Cc1[nH]c(=O)[nH]c(=O)c1S(=O)(=O)N1CCCC(C(=O)NCc2ccccc2Cl)C1 (stereo unspecified) | -4 | 29 | 4 | 0.9 | 0.9 | 5 | -3 | -2 | .
O=C(Nc1cccnc1)c1ccccc1O | 1 | -6 | 3 | -0.8 | -0.2 | -4 | 1 | -1 | -0.2
C=CCn1c(SCC(=O)NC(=O)NCc2ccco2)nc2sc(CC)cc2c1=O | 4 | -1 | 13 | 0.7 | -1.2 | -2 | 1 | -40 | 1.1
Cc1cccc(C)c1NC(=O)C(C)c1ccc(-c2ccccc2)c(F)c1 (stereo unspecified) | 3 | -45 | 10 | 3.9 | -0.7 | -3 | 1 | 0 | 0.1
NC(=O)c1ccc(Oc2ccc(Cl)cc2)c([N+](=O)[O-])c1 | 15 | -26 | 6 | 1.3 | 0.2 | -2 | 0 | -1 | 0.1
CN(Cc1ccccc1)S(=O)(=O)c1ccc2c(c1)OCCO2 | -7 | -48 | 12 | -0.5 | 0.1 | -7 | -1 | -1 | .
S=C(Nc1cccc(Cl)c1)NC1CC2CCCC(C1)N2C1CCCC1 (stereo unspecified) | 2 | -95 | 13 | 1.3 | -0.9 | -2 | 5 | -4 | -0.3
Cc1oc2ccc(OS(C)(=O)=O)cc2c1C(=O)OC(C)C | 23 | 38 | 12 | 1.9 | 0.4 | 9 | -2 | 2 | 55
COCCn1c(-c2cccc(Br)c2)nc2c(c(=O)c3ccccc3n2C)c1=O | -5 | 18 | 4 | -3.9 | 0.3 | 0 | 0 | -3 | 0.9
COC(=O)Nc1ccccc1C(=O)N1CCN(c2ccc(C)cc2)CC1 | -1 | 15 | 7 | 0.1 | -0.6 | -9 | -2 | -6 | 2.8
Cc1cccc(N2CCN(Cc3nc(-c4cccc(Cl)c4)oc3C)CC2)n1 | 21 | -44 | 7 | 2.1 | 0.2 | 2 | . | . | -0.1
Cc1ccc(Cl)c(OCC(=O)OCC(=O)NC2CCCc3ccccc32)c1 (stereo unspecified) | 0 | 8 | 19 | 1.1 | 0.5 | 3 | 0 | 2 | -0.7
CN(C)S(=O)(=O)N1CCN(CC(=O)Nc2cc(Cl)ccc2Cl)CC1 | 1 | 2 | 5 | -2.8 | -0.7 | 0 | 1 | -1 | -0.3
NC(=S)N(c1ccccc1)c1ccccc1 | 23 | -13 | 5 | -0.9 | 0.6 | -10 | . | . | 0.5
O=C(Nc1ccc2c(c1)OCCO2)c1cnc2n(c1=O)CCS2 | 9 | 6 | 12 | -1.0 | 0.1 | -4 | 0 | 1 | 3.1
SMILES | Hck-Nef inh | EP2 modulator | EP2 antag | TNF necrop inh | PERK inh | RBBP9 inh | Runt-CBFb FRET | Runt-SMMHC FRET | L929 necroptosis
Cc1cccc2sc(NNC(=O)c3cc(=O)c4ccccc4o3)nc12 | -8 | -23 | 7 | -0.7 | 1.6 | 11 | 30 | -12 | 0.7
Cc1cc([N+](=O)[O-])nn1CC(=O)Nc1ccc(F)cc1 | 15 | -20 | 8 | 0.3 | -0.7 | -4 | 0 | 2 | 1.9
Cc1cccc(CN2CCN(c3nc4nonc4nc3NC3CC3)CC2)c1 | 3 | -20 | 4 | -0.5 | 2.0 | -1 | 1 | -1 | -0.6
CC1CC(C)(C)NC(=S)N1CCCC(=O)NCCc1ccc(Cl)cc1 (stereo unspecified) | 20 | -13 | 9 | -1.1 | -0.1 | -11 | 0 | -1 | 1.3
CCOc1ccc(CC(=O)NCc2ccc3c(c2)cc(C)n3C)cc1 | 17 | -24 | 10 | 2.7 | 0.5 | -5 | -10 | -4 | 2.2
CCOc1ccc(/C=N/NC(=O)c2c(-c3ccccc3)noc2C)cc1 | 3 | 20 | 7 | 0.5 | 0.9 | -10 | -2 | -3 | 2.6
CC(C)(C)C1CCC(OC(=O)CCC(=O)Nc2ccccc2)CC1 (stereo unspecified) | 2 | 18 | 7 | 4.2 | 1.1 | -1 | -4 | -3 | 4.5
COc1ccccc1N1CCN(C(=O)c2cc3n(n2)C(C(F)(F)F)CC(c2ccco2)N3)CC1 (stereo unspecified) | -5 | -11 | 14 | -0.6 | -1.0 | -4 | -8 | -5 | 0.3
C=CCOc1c(CCC)cc(CCC)cc1C(N)=O | 15 | 30 | 1 | 0.0 | 1.7 | -1 | -4 | 2 | 0.5

This is a subset (hit frequency here may not be typical).
